TAG inh – inhibitors of triacylglycerol accumulation, primary screen, cell-based, uHTS, fluorescence, H9c2 | H9c2 cells, Nile Red lipid (TAG) fluorescence; cells loaded with 200 µM oleic acid | inhibition, % at 12.5 µM | hit rate 0.66% among 230,000;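 active means pattern-corrected inhibition of lipid staining of at least 50% with the nuclear-stain viability signal not falling by more than 50%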;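 further: 0% = DMSO wells and 100% = triacsin C control wells; some results filed as inactive read as strong as hits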
TAG inh DAPI viability – further read-out of TAG inh, marked with its call; DAPI nuclei signal change (viability), lower = more cytotoxic, %;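 whole-well DAPI fluorescence read on a plate reader as a viability signal; minus 50 percent equals half of cells still viable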
An asterisk follows results filed as active. A portion of the library, so the mix of outcomes need not match the whole.

SMILES	TAG inh	TAG inh DAPI viability
CCc1ccc(CN2CCC(n3nccc3NC(=O)C3CCCC3)CC2)cc1	-10	5
CC(=O)c1ccc(N2CCN(C(=O)CN3C(=O)NC4(CCCCC4)C3=O)CC2)c(F)c1	-20	-9
CCN(C[C@H]1N[C@@](Cc2ccccc2)(C(=O)OC)[C@H]2C(=O)N(C)C(=O)[C@@H]12)S(=O)(=O)c1ccc(C(C)(C)C)cc1	1	-5
CN1C[C@@H]2[C@@H]3C(=O)N(C)C(=O)[C@@H]3[C@](C)(C1=O)N2C(=O)c1ccc(C(C)(C)C)cc1	-8	-1
C=CC[C@@H](CC(=O)N[C@H](CO)Cc1ccccc1)C(=O)NC[C@@H](OC(=O)[C@@H](CC=C)Cc1ccc(F)cc1)c1ccccc1	2	-4
CCN1CCN(CCCNC(=O)CCC(=O)N2CCOc3ccccc32)CC1	7	-6
COc1ccc(-c2cc(C(F)(F)F)nc(N3CCN(C)CC3)n2)cc1OC	49	20
O=C1c2ccccc2C(=O)c2c1ccc(C(=O)N1CCCCC1)c2NCCO	83*	-5.7*
CCN(CC)S(=O)(=O)N1CCC(C(=O)NCc2ccco2)CC1	-25	10
COc1ccc(-c2[nH]ncc2CN2CCCC2c2nonc2C)c(F)c1 (stereo not given)	6	-8
Cc1noc(C)c1C(=O)NCc1ccccc1Br	-38	5
CC(=O)Nc1ccc(C(=O)N/N=C/c2ccc(F)cc2)cc1	-18	13
COC(=O)C1CCN(C(=O)COC(=O)C2CCN(S(=O)(=O)c3c(Cl)cccc3Cl)CC2)CC1	16	-9
CCCNC(=O)c1ccc2c(=O)c(O)c(C)[nH]c2c1	-10	12
c1ccc(-c2nc3ccccc3c3nncn23)cc1	-17	14
CCc1ccccc1OCC(=O)Nc1cccc(S(=O)(=O)NC2=NCCCCC2)c1	10	-2
C[C@](N)(Cc1ccc(O)c(O)c1)C(=O)O	-3	-2
CCOc1cccc(C2C(C#N)=C(N)Oc3cc(C)n(Cc4ccccn4)c(=O)c32)c1OCC (stereo not given)	3	9
COc1ccccc1C(=O)NNC(=O)c1ccc(NS(=O)(=O)c2cccs2)cc1	15	-3
CN1CCN(S(=O)(=O)c2ccc(C(=O)NC3CCCCC3)cc2)CC1	-1	-1

Exported as comma-separated lines: 2 of the compounds above
structure,TAG inh,TAG inh DAPI viability
CCOc1cccc(C2C(C#N)=C(N)Oc3cc(C)n(Cc4ccccn4)c(=O)c32)c1OCC (stereo not given),3,9
COc1ccccc1C(=O)NNC(=O)c1ccc(NS(=O)(=O)c2cccs2)cc1,15,-3

The listing picks up; the 6 compounds before the break are reprinted first.
SMILES	TAG inh	TAG inh DAPI viability
c1ccc(-c2nc3ccccc3c3nncn23)cc1	-17	14
CCc1ccccc1OCC(=O)Nc1cccc(S(=O)(=O)NC2=NCCCCC2)c1	10	-2
C[C@](N)(Cc1ccc(O)c(O)c1)C(=O)O	-3	-2
CCOc1cccc(C2C(C#N)=C(N)Oc3cc(C)n(Cc4ccccn4)c(=O)c32)c1OCC (stereo not given)	3	9
COc1ccccc1C(=O)NNC(=O)c1ccc(NS(=O)(=O)c2cccs2)cc1	15	-3
CN1CCN(S(=O)(=O)c2ccc(C(=O)NC3CCCCC3)cc2)CC1	-1	-1
CON(C)S(=O)(=O)c1ccc2c(c1)N(Cc1ccc(C)cc1)C(=O)C1CCCN21 (stereo not given)	10	-9
CC(C)(C)NC(=O)CSC(=Nc1cccc(F)c1)NC#N	-16	2
CCN1CCN(C(=O)c2ccc(C(F)(F)F)cc2)CC1	16	-10
CCOCCCNc1c2c(nc3cc(-c4ccc(F)cc4)nn13)CCC2	11	7
OCCC1CN(Cc2cc(F)ccc2-n2cccn2)CCN1Cc1ccc(F)cc1 (stereo not given)	-17	1
CC(=O)C[C@@H](O)CC(=O)[C@@H]1OC(=O)[C@@H](C)C/C=C\Cc2ccccc21	-2	-7
N#C/C(=C\c1ccc(OC(F)F)cc1)C(=O)N1CCCCC1	83*	-22*
Cc1ccc(S(=O)(=O)N(C)CC(=O)OCC(=O)c2ccc3c(c2)NC(=O)CO3)cc1	5	12
O=C1c2ccccc2C(=O)c2c1cccc2N1CCOCC1	-21	-15
Cc1ccc(C(=O)Nc2ccc(NC(=O)c3cccs3)cc2)cc1[N+](=O)[O-]	-3	12
COc1ccc(NC(=O)CN2C(=O)/C(=C3\SC(=S)N(C4CCS(=O)(=O)C4)C3=O)c3ccccc32)cc1 (stereo not given)	6	10
COc1ccccc1N(C)S(=O)(=O)c1ccc(C(=O)N2CCCC(C(F)(F)F)C2)cc1 (stereo not given)	-27	-2
CSc1ccccc1C(=O)C1CCCN(C(=O)c2ccc(N3CCOCC3)cc2)C1 (stereo not given)	-19	7
O=C(NC1CCN(C(=O)NC2CCCCC2)CC1)c1ccco1	-2	9
CN(C)Cc1csc(NC(=O)Nc2ccccc2Oc2ccccc2)n1	9	6
CCCn1c(N2CCN(C(=O)Nc3ccccc3)CC2)nc2ccccc21	8	-6
CC(C)N(Cc1ccccc1)C(=O)CCc1ccccc1	-14	8
O=C(NN1C(=O)C2C3C=CC([C@H]4CC34)[C@@H]2C1=O)c1ccc(Br)cc1 (stereo not given in full)	-1	3
COc1ccc(/C=N/NC(C)(C)C)c(OC)c1	2	-2
O=C(CNC(=O)c1ccc(Cl)cc1)NCC(F)(F)F	-4	-3
COc1ccc(-c2cc3nc(C)cc(N4CCN(C(=O)c5ccoc5)CC4)n3n2)cc1	46	-50
O=C(CCc1ccc(O)cc1)N/N=C/c1coc2ccccc2c1=O	1	-10
Cc1cnc(C(=O)OCC(=O)Nc2cc(-c3ccccc3)nn2-c2ccccc2)cn1	5	2
CCOCCCNc1nc2c(-c3ccccc3)nnn2c2ccccc12	23	26
Cc1ccc(C)c(N(CC(=O)NC2CCCC2)S(=O)(=O)c2ccccc2)c1	14	-2
O=[N+]([O-])c1ccc(/C=N/Nc2cc(Cl)nc(-c3ccccc3)n2)cc1	16	-3
O=C(CCc1nc2cccnc2n1Cc1ccccc1)NCCc1ccc(Cl)cc1	11	0
CSc1cccc(NC(=S)N(Cc2ccc(C)cc2)Cc2cccnc2)c1	-35	1
CCN1C(=NCc2cc(OC)c(OC)c(OC)c2)N[C@@H](c2ccccc2)C(C(=O)OC)=C1C	13	2
O=C(NCc1ccco1)C1CC(c2ccc(C(F)(F)F)cc2)=NO1 (stereo not given)	3	-7
CCc1nc(N2CCOCC2)c(C#N)c2c1CCCC2	5	0
CN1CCC(OC(=O)COc2ccc(F)cc2)CC1	3	-8
COc1ccccc1CNCc1ccc(C)cc1	-13	1
Cc1ccc(NC(=O)COC(=O)CCn2c(C)csc2=O)cc1S(=O)(=O)N1CCOCC1	-6	-14
CCCCn1c(=O)[nH]c(=O)c2c1nc(-c1ccccc1F)n2Cc1ccccc1	-3	3
Cc1cc(SCC(=O)NC2(C#N)CCCCC2)nc2c(C)cccc12	2	5
O=C(O)Cn1ccnc1	-27	0
CC(=O)Nc1ccc2nc(NC(=O)C(Cl)(Cl)Cl)sc2c1	-2	0
COc1ccc(C2(C(=O)NCCc3ccccc3)CCCC2)cc1	-1	9
COc1ccc(F)cc1S(=O)(=O)N1CCN(c2ccccn2)CC1	-9	0

Full records, quoted from the list. Screens in order: TAG inh, TAG inh DAPI viability
CCOCCCNc1nc2c(-c3ccccc3)nnn2c2ccccc12 reads 23, 26
O=C(CCc1nc2cccnc2n1Cc1ccccc1)NCCc1ccc(Cl)cc1 reads 11, 0
Cc1ccc(NC(=O)COC(=O)CCn2c(C)csc2=O)cc1S(=O)(=O)N1CCOCC1 reads -6, -14
Cc1cnc(C(=O)OCC(=O)Nc2cc(-c3ccccc3)nn2-c2ccccc2)cn1 reads 5, 2
COc1ccc(F)cc1S(=O)(=O)N1CCN(c2ccccn2)CC1 reads -9, 0

(more compounds)
SMILES	TAG inh	TAG inh DAPI viability
NC1=NC(=O)CC(C(=O)Nc2cccc3ccccc23)S1 (stereo not given)	0	6
CN(C(=O)CSc1nnnn1C)C1(C#N)CCCCC1	-13	1
O=S(=O)(/N=C(/c1ccc(Cl)cc1)N1CCOCC1)c1ccc(Cl)cc1	17	-5
N#Cc1cc(-c2ccccc2)nn1-c1ccccc1	-3	-7
N#Cc1c(-c2ccccc2)[nH]c(=O)[nH]c1=O	7	1
O=c1oc(/C=C/c2ccc([N+](=O)[O-])s2)nc2ccccc12	-5	-2
COc1ccc(C(Sc2ccccc2)c2ccccc2)cc1OC (stereo not given)	-21	4
Cc1ccc(-n2nc3c(c2NC(=O)c2ccccc2)CS(=O)(=O)C3)cc1C	11	3
COc1ccc(CC(=O)NC(CC(=O)O)c2cccc([N+](=O)[O-])c2)cc1 (stereo not given)	6	1
Cc1ccc(CN2CCN(/N=C/c3ccccc3)CC2)cc1	-1	7
CCOC(=O)c1c(C)[nH]c(C(=O)OCC(O)=C(C#N)c2nc3ccccc3[nH]2)c1C	10	-5
CC1CCCN(CC(O)COCC2COc3ccccc3O2)C1 (stereo not given)	17	-7
CCN(CC)CCN(C(=O)CCS(=O)(=O)c1ccccc1)c1nc2cc(C)cc(C)c2s1	20	1
O=C(CN1C(=O)C(=O)N(CCC2=CCCCC2)C1=O)Nc1ccc(F)cc1F	-3	-1
CCN(c1ccccc1)S(=O)(=O)c1ccc(OCC(=O)N2CCCC2)cc1	11	1
CCOC(=O)CN1C(=O)C(O)=C(C(C)=O)C1c1ccc(F)cc1 (stereo not given)	-32	21
CCOc1ccc(CCNC(=O)COC(=O)c2ccncc2)cc1OCC	-5	-1
O=C(COC(=O)c1cnccn1)Nc1ccc(Cl)cn1	6	2
Cc1cc2c(cc(C(=O)OC(C(=O)NC3CCCCC3)C(C)C)n2C)o1 (stereo not given)	-21	-3
O=C(COC(=O)/C=C/c1ccccc1)NCc1ccco1	1	8

Molecules shown so far that contain bromine, in the order listed:
SMILES	TAG inh	TAG inh DAPI viability
Cc1noc(C)c1C(=O)NCc1ccccc1Br	-38	5
O=C(NN1C(=O)C2C3C=CC([C@H]4CC34)[C@@H]2C1=O)c1ccc(Br)cc1 (stereo not given in full)	-1	3

Remaining list, next part
SMILES	TAG inh	TAG inh DAPI viability
Cc1cccc(C)c1NC(=O)CNC(=O)c1ccc(COc2ccccc2)o1	-5	-13
CCOC(=O)N1CCN(S(=O)(=O)c2ccc3c(c2)CCN3C(=O)CC)CC1	-6	-14
Cc1ccc(Nc2nc(C(=O)N3CCC(C(=O)NC(C)C)CC3)cs2)cc1	2	5
CCOC(=O)c1sc(NC(=O)CSc2nnc(C(C)C)n2CC)nc1C	-6	2
CCCCCCCCOC(=O)c1cc([N+](=O)[O-])c(Sc2ncnc3nc[nH]c23)c([N+](=O)[O-])c1	22	2
COc1ccc2[nH]c3c(c2c1)CCN1C(=O)C(CC(=O)NCc2ccco2)C[C@H](C(=O)N2CCOCC2)[C@@]31C (stereo not given in full)	-5	-7
CCCNC(=O)C1CC(=O)N(c2ccc(OCC(=O)Nc3cccc(C)c3C)cc2)C1 (stereo not given)	-3	-2
CC1CCCC(C)N1C(=O)COC(=O)c1cc(F)c(F)cc1Cl (stereo not given)	-22	0
CCOc1ccc(CCNC(=O)Cc2nn[nH]n2)cc1OCC	2	11
O=C(CN1C(=O)c2ccccc2C1=O)N1CCCCC1	-17	-4
CN(C(=O)c1ccc(NC(=O)Cc2cccc(NC(=O)C3CCN(C(=O)C4CC4)CC3)c2)cc1)C1CCCC1	-1	8
CCOC(=O)C1=CN(CC)S(=O)(=O)NC1CCc1ccccc1 (stereo not given)	4	-9
Cc1ccc(S(=O)(=O)N(C)CC(=O)Nc2ccccc2N2CCCC2)cc1	-67	-3
COCCn1c(C)cc(C(=O)CSc2nnc(C3CC3)n2C2CC2)c1C	-4	1
Cc1ccc(S(=O)(=O)N2CCN(c3ccnc4cc(Cl)ccc34)CC2)cc1	-16	-1
CCc1nn(CC(=O)N2CCN(CC)CC2)c(=O)c2cccn12	-6	15
CCN(CC)S(=O)(=O)c1ccc(Cl)c(C(=O)Nc2cccnc2)c1	2	-4
O=C(Nc1nnc(-c2cccs2)s1)c1cccc(F)c1	6	1
CSCCC(NS(=O)(=O)/C=C/c1ccccc1)C(=O)N1CCC(C)CC1 (stereo not given)	-7	-4
CC1CCCCC12NC(=O)N(CC(=O)N1CCc3ccccc3C1)C2=O (stereo not given)	6	6
CCOC(=O)c1[nH]cnc1C(=O)Nc1cccc(N)n1	0	20
CCOC(=O)N1CCN(C(=O)c2n[nH]c(=O)c3ccccc23)CC1	0	7
O=C(CSc1nc2c(c(=O)n1-c1ccccc1)SCC2)N1CCN(c2ccccc2)CC1	-7	3
COc1ccc(Cl)cc1NC(=O)NC1CCCCC1	-43	-6
CC(C)NC(=O)COC(=O)c1ccc(Oc2ccccc2)cc1	-12	3
CC(=O)Nc1ccc(Nc2cc(-c3ccccc3)nc3ncnn23)cc1	-8	-7
O=C(Nc1ccc(N2CCOCC2)cc1)c1nc2ccccc2s1	6	-5
O=C1OC[C@@H]2CCCN2C(=O)[C@@H](CC(=O)N(CCO)Cc2ccccc2)C/C=C\CC[C@H]1Cc1ccc(F)cc1	10	2
COc1ccc(CNC(=O)c2cc(-c3cc(C)cc(C)c3O)n[nH]2)cc1	13	-7
COc1ccc(CC(Cc2ccc(OC)c(OC)c2)NC=O)cc1OC	-2	7
